# Assay outcomes deposited in PubChem by National Center for Advancing Translational Sciences (NCATS).
# GPT2 inhibitor = Primary qHTS assay for inhibitors of Glutamate pyruvate transaminase 2 (GPT2). Alanine aminotransferase 2 (Homo sapiens), Q8TD30. Recombinant GPT2, coupled pyruvate oxidase/HRP Amplex Red fluorescence. Potency, µM (doses to about 57.7 µM), without a hit: at the highest dose activity change, negative = inhibition, actives largely listed as inhibitors. 100,000 tested, 0.25% active. AID 1671188, 2021; note: potency is the fitted concentration of half-maximal effect; nearly all actives have a fitted effect of over 60% in size; many of its hits are not listed in these tables
# Target sequence (Q8TD30 whole entry, looked up): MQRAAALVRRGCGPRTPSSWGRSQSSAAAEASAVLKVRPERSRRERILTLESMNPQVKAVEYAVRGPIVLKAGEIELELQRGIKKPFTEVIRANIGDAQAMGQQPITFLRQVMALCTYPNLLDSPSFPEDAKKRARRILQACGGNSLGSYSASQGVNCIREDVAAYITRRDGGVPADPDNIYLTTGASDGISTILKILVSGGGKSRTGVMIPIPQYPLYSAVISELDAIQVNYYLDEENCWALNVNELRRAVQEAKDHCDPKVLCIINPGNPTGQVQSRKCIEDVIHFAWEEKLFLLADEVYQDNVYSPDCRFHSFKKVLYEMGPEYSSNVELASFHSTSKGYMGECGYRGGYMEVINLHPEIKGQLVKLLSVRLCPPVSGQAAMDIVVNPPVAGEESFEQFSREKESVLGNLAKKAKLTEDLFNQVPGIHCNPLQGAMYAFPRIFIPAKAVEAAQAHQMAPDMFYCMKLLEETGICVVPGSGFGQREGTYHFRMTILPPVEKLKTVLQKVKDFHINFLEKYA
#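 Fluorescence read-out: pyruvate from GPT2 turnover coupled to pyruvate oxidase, HRP and Amplex Red (0.2mM ThPP, 0.2U/mL PO and HRP, 50uM Amplex final). Substrates 250uM a-KG, 2mM L-alanine; enzyme 10ng/uL; 30 min RT.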
# FLuc inh = Firefly luciferase inhibition profiling of diverse chemical library using quantitative high-throughput screening; purified P. pyralis luciferase, luminescence, biochemical; Potency, µM (top dose mostly 115 µM), for inactives: at the top dose activity change, negative = inhibition, hits mostly inhibitors; 76,000 tested, 2.5% active; AID 1347043, 2019; note: potency is the fitted concentration of half-maximal effect; nearly all actives have a fitted effect of over 65% in size
#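 Biochemical qHTS: compound (6-point titration) added to 10uM D-luciferin plus 10uM ATP in Tris acetate pH 7.5 buffer with Mg, Tween-20 and BSA, then purified enzyme at 10nM; light output imaged.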
# HEK293 viab = GF-AFC viability counterscreen for inhibitors of alpha-synuclein gene (SNCA) expression. HEK-293-SNCA-luc viability, GF-AFC fluorescence, 24 h. Potency, µM (highest dose often 57.1 µM), without a hit: at the top dose activity change, negative = cytotoxicity, hits mostly cytotoxic. 150,000 tested, 0.12% active. AID 1671193, 2021;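 note: potency is the fitted concentration of half-maximal effect; 0% = DMSO-treated cells and -100% = medium-only wells without cells; nearly all actives have a fitted effect of over 30% in size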
#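 HEK-293-SNCA-luc cells (1500/well) plated 24 h, then exposed 24 h to a dilution series; GF-AFC added 30 min at 37C, fluorescence 405/540 nm; normalised to medium-only and DMSO wells, Hill fit.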
# NIH3T3 tox = Cytotoxic Profiling in NIH 3T3 Cell Line of Diverse Libraries Using Quantitative High-Throughput Screening. NIH 3T3 viability, CellTiter-Glo ATP luminescence, 48-72 h. Potency, µM (doses to about 96.7 µM), without a hit: at the top dose activity change, negative = cytotoxicity, actives largely listed as inhibitors. 94,000 tested, 4.3% active. AID 1345082, 2018; note: potency is the fitted concentration of half-maximal effect; nearly all actives have a fitted effect of over 55% in size
#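 ATP-dependent luminescence (CellTiter-Glo) served as the viability signal for NIH 3T3 cells treated with compound for 48 or 72 hr at 37 °C.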
# IP6K1 inhibitor = Primary qHTS assay for small molecule inhibitors of Inositol hexaphosphate kinase 1 (IP6K1). IP6K1 kinase, ADP-Glo luminescence, 2 h; stronger effect = lower value. AID 1645851, 2021. activity change, % (series mostly up to about 58 µM). 140,000 tested, 0.81% active. Inositol hexakisphosphate kinase 1 (Homo sapiens), Q92551; in the data active = activity change below about -25%
# Target sequence (Q92551 whole entry, looked up): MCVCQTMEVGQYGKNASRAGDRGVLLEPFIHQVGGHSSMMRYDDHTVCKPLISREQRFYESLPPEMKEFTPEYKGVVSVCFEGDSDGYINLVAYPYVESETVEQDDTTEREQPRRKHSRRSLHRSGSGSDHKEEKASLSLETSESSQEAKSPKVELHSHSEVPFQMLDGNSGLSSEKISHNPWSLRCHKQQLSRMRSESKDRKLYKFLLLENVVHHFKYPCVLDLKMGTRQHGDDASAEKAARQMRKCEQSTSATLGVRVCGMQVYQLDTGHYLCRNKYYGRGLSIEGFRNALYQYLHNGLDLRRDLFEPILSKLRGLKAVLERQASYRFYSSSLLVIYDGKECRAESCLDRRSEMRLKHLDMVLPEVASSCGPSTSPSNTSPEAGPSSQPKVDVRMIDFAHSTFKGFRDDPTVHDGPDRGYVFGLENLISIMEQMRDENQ
#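 ADP-Glo luminescence measures ADP made by human IP6K1 during a 2 h RT reaction with ATP/IP6 (mix at 1.3 mM/130 uM); top library doses 57.5 and 19.1 uM final.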
# SNCA expr inh = Primary qHTS assay for inhibitors of alpha-synuclein gene (SNCA) expression | Potency, µM (top dose mostly 57.2 µM), inactives show top-dose activity change, negative = inhibition, hits mostly inhibitors | HEK-293 SNCA-luciferase knock-in, luminescence, 24 h | 140,000 tested, 0.17% active;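 note: potency is the fitted concentration of half-maximal effect; plate controls were DMSO cells for no effect and cell-free wells for full effect; nearly all actives have a fitted effect of over 45% in size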
# HEK293 tox = Cytotoxic Profiling in HEK 293 Cell Line of Diverse Libraries Using Quantitative High-Throughput Screening; HEK 293 viability, ATP luminescence (CellTiter-Glo), 48-72 h; Potency, µM (doses to about 115 µM), for inactives: at the top dose activity change, negative = cytotoxicity, hits mostly inhibitors; 94,000 tested, 6.6% active; AID 1345083, 2018; note: potency is the fitted concentration of half-maximal effect; nearly all actives have a fitted effect of over 60% in size
#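 HEK 293 cells at 250 cells/well were exposed to compounds by pintool transfer for 48 or 72 hr at 37 degree Celsius, 5% CO2. Viability was read as ATP-coupled luminescence with CellTiter-Glo after 10 min at room temperature.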
# * marks the source's active call; other numbers are inactive results; i = inactive; ? = inconclusive; nt = not tested or not shown; & = joins results of further samples; [ ] = dose if it differs, or a comment. Unless noted, calls come from the whole dose curve; as a rule, active = well fitted curve in the direction sought with a large enough effect; inconclusive = small, poorly fitted or top-dose-only effect, or another doubt; inactive = no such curve, though single readings can be large; an effect the other way counts as inactive or inconclusive. Unless noted, % is set by controls: 0 for no effect and ±100 for the full control effect.
SMILES,GPT2 inhibitor,FLuc inh,HEK293 viab,NIH3T3 tox,IP6K1 inhibitor,SNCA expr inh,HEK293 tox
O=S(=O)(Cc1ccccc1F)N1CCCC(Cc2noc(C3CC3)n2)C1 (centres undefined),i,0%,6%,-32%,2,?,-25%
CN1c2cc(C(=O)N3CCN(c4cccc(Cl)c4)CC3)ccc2C(=O)N2CCCCC21 (centres undefined),i,7%,0%[12.5 µM],?,11,?,45µM*
Cc1ccccc1CCNCc1c(C(=O)O)c(C)n(Cc2c(F)cccc2Cl)c1C,nt,nt,1%,nt,-3,0%,nt
Cc1ccc(C2Cn3cnc(C(=O)N4CCC(C(=O)NCc5ccccc5F)CC4)c3CO2)cc1 (centres undefined),0%,?,5%,-3%,0,43%[activator],-13%
O=C(CN1C(=O)COc2ccc(S(=O)(=O)N3CCCCC3)cc21)NCCc1ccc(Cl)cc1,nt,nt,-1%,nt,5,-11%,nt
COc1ccc(-c2cc(N3CCN(C(=O)c4ccc(C)cc4C)CC3)n[nH]2)cc1,5%,4%,-11%,?,2,-9%,40µM*
Cc1ccc2c(C)c(C(=O)N3CCN(c4ccccc4)C(=O)C3)oc2c1C,-29%,-4%,5%,2%,5,16%,-11%
CCC(=O)N1CCc2cc(CNC(=O)Nc3cc(OC)c(OC)c(OC)c3)ccc21,nt,nt,-8%,nt,33,-15%,nt
O=C1CCC(N2C(=O)c3ccccc3C2=O)C(=O)N1 (centres undefined),0%&-9%,nt,7%,nt,5,?,nt
CCOC(=O)CNS(=O)(=O)c1cc(-c2nnc(Nc3cccc(O)c3)c3ccccc23)ccc1C,nt,nt,?,nt,6,?,nt
CC(C)(C)NC(=O)N1CCC(c2nnc3n2C(C(=O)NCC2CCCCC2)CC3)CC1 (centres undefined),-4%[88.5 µM],nt,1%[12.5 µM],-30%[138 µM],10,4%[87.6 µM],-11%[172 µM]
Cc1ccc(-c2cc3ncc(C(=O)c4cc([N+](=O)[O-])ccc4O)cn3n2)cc1,nt,nt,4%,nt,-1,13%,nt
Cn1cccc1CN1CCCC2(CN[S+](=O)([O-])c3ccccc3N2)C1 (centres undefined),i,-3%,-9%,0%,11,-7%,?
COc1ccc(OCC2CN(Cc3ccccc3)[S+](=O)([O-])c3cccnc3O2)cc1 (centres undefined),1%[27.3 µM],nt,2%[23.9 µM],?,16,-4%[25.6 µM],?
Cc1cnc(C(=O)NC2C[C@H]3CC[C@@H](C2)N3C(=O)Cc2ccccc2)cn1 (some centres undefined),i,-2%,-5%,-12%,22,16%,-21%
CC1=C(C(=O)N2CCN(c3cccc(C(F)(F)F)c3)CC2)C2(CCCCC2)OC1=O,nt,nt,16%,nt,12,2%,nt
COc1cc(CN(C(=O)c2ccccc2)c2ccccn2)cc(OC)c1OC,nt,nt,6%,nt,40,44%[activator],nt
C[C@H]1[C@@H]2[C@@H](O)C([C@H](C)C(=O)N(C)Cc3ccccc3)CC[C@@]2(C)CC[C@@H]1NC(=O)c1ccncc1 (some centres undefined),?,-2%,3%,-30%,0,6%,?
O=C(c1ccccc1)N1CC2(CCCN2CC2CC2)Cc2ccccc21 (centres undefined),0%,nt,-25%,-27%,-12,-9%,?
COC[C@@H]1CN(C(=O)c2ccc(OC)nc2)C[C@H]1C(N)=O,-25%,0%,5%,i,9,-20%,i
O=C(Nc1cccc(-c2nnc3n2CCCC3)c1)c1cccc(Cl)c1,-1%,-10%,-13%,?,13,14%,?
COc1ccc(Cn2c(C3CCN(C(=O)COc4ccccc4)CC3)n[nH]c2=O)cc1,1%,-6%,10%,?,-8,-15%,-6%
O=C(N[C@H]1CO[C@H]2[C@@H]1OC[C@@H]2n1nnnc1Oc1ccccc1)C1CC1,1%[88.5 µM],-10%[172 µM],0%[87.6 µM],-21%[138 µM],9,8%[87.6 µM],-23%[172 µM]
O=C(Nc1cc(-c2ccccn2)nn1-c1ccccc1)c1ccc(Cl)nc1,-1%,nt,-9%,?,-5,-2%,-18%
CC(=O)N1CCN(C(=O)c2cn3cc(-c4ccc(C(F)(F)F)cc4)sc3n2)CC1,4%,nt,5%,?,-3,6%,?
COCCN1C(=O)c2ccccc2C(C(=O)NCCC(C)C)C12CCCC2 (centres undefined),?,-8%,-3%,-15%,14,0%,-30%
Cc1noc(C2CC3(CCN(C(=O)C(C)C)CC3)CN2C)n1 (centres undefined),-1%,3%,-8%,-8%,16,-31%,?
CC(C)NC(=O)C1CCCN1C(=O)c1cccc(-c2ccccn2)c1 (centres undefined),nt,nt,nt,-6%,-7,nt,i
COc1ccc(CC(=O)N2CCCN(c3ccnc4ccnn34)CC2)cc1,-10%,nt,-4%,-22%,-3,2%,?
CCOCC(=O)N1CCC(N2C(=O)C(O)C23CCCCC3)CC1 (centres undefined),-6%,-9%,1%,2%,-3,?,3%
Cc1ccccc1-c1[nH]nc2ncc(-c3cnn(C)c3)nc12,-2%[88.5 µM],2%[230 µM],-12%[87.6 µM],?,17,31%[activator][87.6 µM],?
CC1=C[C@@H](CNS(=O)(=O)Cc2ccccc2)[C@H](C(C)C)C[C@H]1CC(=O)N1CCN(C)CC1,-18%,-6%,-22%,-15%,2,-18%,?
CCOc1ccc(CCNC(=O)CCc2cn(Cc3ccc(C)cc3)c3ccccc23)cc1,nt,nt,0%,nt,10,19%,nt
CN1CCN2c3ncccc3Cc3ccccc3C2C1 (centres undefined),i,nt,1%,nt,nt,-4%,nt
CCC1(C(=O)NCc2ccc(N3CCC(C)CC3)cc2)CCCCC(=O)N1 (centres undefined),-1%,0%,11%,?,11,5%,?
Cc1cc(Nc2ncc3c(n2)N(C)C(=O)N(c2cc(NC(=O)c4cccc(C(F)(F)F)c4)ccc2C)C3)n(C)n1,i,nt,?,nt,nt,?,nt

# Shown field by field: entries from further up.
SMILES: CC(=O)N1CCN(C(=O)c2cn3cc(-c4ccc(C(F)(F)F)cc4)sc3n2)CC1
- GPT2 inhibitor: 4%
- FLuc inh: nt
- HEK293 viab: 5%
- NIH3T3 tox: ?
- IP6K1 inhibitor: -3
- SNCA expr inh: 6%
- HEK293 tox: ?
SMILES: Cc1cc(Nc2ncc3c(n2)N(C)C(=O)N(c2cc(NC(=O)c4cccc(C(F)(F)F)c4)ccc2C)C3)n(C)n1
- GPT2 inhibitor: i
- FLuc inh: nt
- HEK293 viab: ?
- NIH3T3 tox: nt
- IP6K1 inhibitor: nt
- SNCA expr inh: ?
- HEK293 tox: nt

# Further entries.
SMILES,GPT2 inhibitor,FLuc inh,HEK293 viab,NIH3T3 tox,IP6K1 inhibitor,SNCA expr inh,HEK293 tox
CN(Cc1ccccc1)C(=O)[C@@]12CCCC[C@H]1N(C)C(=O)CC2,i,6%,2%,-10%,0,-1%,-20%
O=C(CCn1c(=O)c2cccn2c2ccc(F)cc21)NCCc1ccccc1,nt,nt,17%,nt,-12,9%,nt
Cc1cccc2cc(CN(C(=O)c3cccc(Cl)c3)c3ccccc3)c(=O)[nH]c12,nt,nt,-4%,nt,38,-17%,nt
Cc1ccc(C)c(N2CCN(C(=O)C3CCN(C(=O)c4cc5sccc5n4C)CC3)CC2)c1,nt,nt,-19%,nt,-3,?,nt
Cc1cccc(CC(=O)N[C@@H]2CN(c3ccncn3)C[C@H]2CO)c1,-3%,-9%,1%,-26%,2,-20%,-15%
O=C(c1cc(-c2ccc(Cl)cc2)on1)N(Cc1ccc(F)cc1)Cc1ccco1,nt,nt,14%,nt,10,14%,nt
Cc1ccc2c(=O)c(C(=O)c3ccccc3)cn(CC(=O)Nc3ccccc3C)c2n1,nt,nt,2%,nt,-3,-2%,nt
COc1ccc2c(Oc3ccc(NC(=O)c4c(C)n(CC(C)(C)O)n(-c5ccccc5)c4=O)nc3)ccnc2c1,?,nt,-34%&-13%,nt,29,?,nt
COc1cc(NC(=O)CCn2cnc3ccccc3c2=O)cc(OC)c1,nt,nt,18%,nt,-9,38%[activator],nt
CCOc1ccccc1NC(=O)NCC(=O)N1CCCCCNC(=O)CC1c1ccccc1 (centres undefined),-11%,2%,-4%,2%,-8,7%,i
O=C1Nc2ccc(-c3cccc(C(F)(F)F)c3)cc2C(=O)N2CCN(C(=O)c3cccnc3)C[C@H]12,5%,-12%,4%,-19%,6,11%,?
COc1ccc(-c2noc(-c3ccc(NC(C)c4ccccc4)c([N+](=O)[O-])c3)n2)cc1OC (centres undefined),nt,nt,-2%,nt,-10,0%,nt
CSCCCNC(=O)c1c(C)noc1-c1ccco1,i,-3%,-8%,-9%,21,-5%,-5%
Cc1onc(C(=O)N2CCCCCCNC(=O)[C@@H]3CCCC[C@@H]32)c1Cn1cccn1,i,4%,-25%,-10%,-16,10%,i
O=C(N1CCCC1)N1C2CCC1CN(c1ccc(C(F)(F)F)cc1)C2,-1%,nt,0%,?,9,-13%,?
Cn1c(=O)oc2cc(S(=O)(=O)N3CCc4c(nc[nH]c4=O)C3)ccc21,4%,-3%,-8%,i,-2,5%,-18%
CN1CC(=O)N(c2ccccc2F)Cc2c(NCCc3ccc(Cl)cc3)ncnc21,-9%,2%,-13%,40µM*,-4,?,45µM*
COc1ccccc1-c1nnc([C@H]2CCN(Cc3ccccc3O)C2)o1,2%[88.5 µM],4%[172 µM],-1%[87.6 µM],?,15,-1%[87.6 µM],?
Cn1c2ccccc2c2cnn(CC(=O)N3CCN(c4cccc(C(F)(F)F)c4)CC3)c(=O)c21,nt,nt,-15%,nt,-8,30%[activator],nt

# Full records, looked up by structure. Order of values: GPT2 inhibitor	FLuc inh	HEK293 viab	NIH3T3 tox	IP6K1 inhibitor	SNCA expr inh	HEK293 tox
# COc1ccccc1-c1nnc([C@H]2CCN(Cc3ccccc3O)C2)o1 as listed: 2%[88.5 µM]	4%[172 µM]	-1%[87.6 µM]	?	15	-1%[87.6 µM]	?
# O=C(N1CCCC1)N1C2CCC1CN(c1ccc(C(F)(F)F)cc1)C2 as listed: -1%	nt	0%	?	9	-13%	?
# CN1CC(=O)N(c2ccccc2F)Cc2c(NCCc3ccc(Cl)cc3)ncnc21 as listed: -9%	2%	-13%	40µM*	-4	?	45µM*
# Cn1c2ccccc2c2cnn(CC(=O)N3CCN(c4cccc(C(F)(F)F)c4)CC3)c(=O)c21 as listed: nt	nt	-15%	nt	-8	30%[activator]	nt

# As entered above:
# In HEK293 tox, `CN1CC(=O)N(c2ccccc2F)Cc2c(NCCc3ccc(Cl)cc3)ncnc21` has 45µM*
# In NIH3T3 tox, `Cc1onc(C(=O)N2CCCCCCNC(=O)[C@@H]3CCCC[C@@H]32)c1Cn1cccn1` has -10%

# Random draw from the library; overall some 7.7% were active at least once.
